procasp3 activ: procaspase-3 (human) activation; AID 463141; actives 0.11% (n = 330,000); recombinant procaspase-3 D3A, Ac-DEVD-pNA absorbance 405 nm; activation, % at 8.5 µM; P42574;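 active = activation above the mean of all tested compounds plus 3 SD, cut at about 21% in these data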;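 note: 0% = DMSO alone and 100% = DMSO wells spiked with extra 5 µM PC-3 D3A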
Target sequence (P42574 whole entry D9A/D28A/D175A): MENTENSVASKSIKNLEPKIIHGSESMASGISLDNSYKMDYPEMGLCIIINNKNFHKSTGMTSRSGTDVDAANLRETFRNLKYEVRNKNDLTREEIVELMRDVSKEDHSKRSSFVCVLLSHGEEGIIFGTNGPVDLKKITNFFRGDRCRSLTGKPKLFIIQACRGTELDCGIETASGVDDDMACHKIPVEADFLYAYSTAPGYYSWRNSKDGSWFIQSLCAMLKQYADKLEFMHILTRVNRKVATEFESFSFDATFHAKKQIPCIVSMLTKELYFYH
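Test system: Procaspase-3 D3A mutant; medium: Zinc-free HEPES/NaCl buffer with 0.01% Triton X-100 at pH 7.4; reagent: DEVD-pNA substrate; doses: one concentration, 8.5 µM nominal, 0.8% DMSO; times: 1 h preincubation plus 2 h reaction at 25 °C; signal: Epi-absorbance at 405 nm of released p-nitroaniline, 0 and 120 min; replicates: singlicate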
CTSL1 counter: cathepsin L1 inhibition, PFM18AAP counter-screen. recombinant F. hepatica cathepsin L1, Z-Leu-Arg-MCA fluorescence. inhibition, % at 5.96 µM. actives 0.49% (n = 300,000). AID 1906;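 active = inhibition above the mean of all tested compounds plus 3 SD, set per screening campaign, cut at about 17% in these data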;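 note: 0% = plate median of test compound wells and 100% = 1 µM Z-Phe-Ala-diazomethylketone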
PP5 inh: PP5 (human) phosphatase inhibition; actives 0.18% (n = 320,000); inhibition, % at 6.7 µM; purified PP5c, OMFP substrate fluorescence;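 active = inhibition above the campaign's mean inhibition across all tested compounds plus 3 SD, cut at about 9.5% in these data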;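 note: 0% = DMSO only and 100% = 100 µM cantharidin control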
Target sequence (P53041 whole entry, looked up): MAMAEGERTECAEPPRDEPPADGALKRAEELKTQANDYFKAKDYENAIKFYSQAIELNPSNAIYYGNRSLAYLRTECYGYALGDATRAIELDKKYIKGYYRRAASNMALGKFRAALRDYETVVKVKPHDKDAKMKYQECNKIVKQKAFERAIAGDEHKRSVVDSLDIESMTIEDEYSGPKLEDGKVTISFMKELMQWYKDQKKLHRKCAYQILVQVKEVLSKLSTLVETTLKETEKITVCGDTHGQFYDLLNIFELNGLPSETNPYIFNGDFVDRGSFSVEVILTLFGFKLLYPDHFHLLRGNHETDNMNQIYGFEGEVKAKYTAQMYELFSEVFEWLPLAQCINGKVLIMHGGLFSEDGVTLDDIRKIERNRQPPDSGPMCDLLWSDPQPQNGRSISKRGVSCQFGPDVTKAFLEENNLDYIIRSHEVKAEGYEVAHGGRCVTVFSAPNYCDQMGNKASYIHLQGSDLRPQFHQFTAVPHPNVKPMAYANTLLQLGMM
Efflux pump inh: inhibitors of Candida antifungal efflux pumps expressed in yeast. S. cerevisiae Candida pump triplex, Nile Red efflux. inhibition, % at 10 µM. actives 0.44% (n = 330,000);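 active = plate passing quality check with inhibition over a set limit, or well fluorescence over plate mean plus 4 SD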;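 note: Nile Red retained in pooled yeast measured as flow cytometry median fluorescence; 0% = buffer negative control and 100% = Enniatin B positive control; higher means more Nile Red kept so more efflux inhibition; some compounds called inactive have numbers as strong as hits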
GASC-1 inh: human JMJD2C demethylase inhibition | inhibition, % at 2.35 µM | AID 2099 | actives 0.069% (n = 330,000) | GST-JMJD2C(1-420) H3K9me3 demethylation, DELFIA europium | Q9H3R0;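 active = more than half of a compound's replicate wells show inhibition beyond 50%, single wells judged on their own value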;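 note: signal counts dimethyl H3K9 product captured on neutravidin plate; 0% = median of DMSO wells and 100% = 0.3 times that DMSO median; strong numbers were not always called active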
core dimer inh: HCV core protein dimerization inhibition; TR-FRET GST/Flag-core106 dimerization, 1536-well; inhibition, % at 5 µM; actives 0.33% (n = 300,000);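 active = inhibition above the mean of all tested compounds plus 3 SD, set per screening campaign, cut at about 45% in these data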
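Material: GST/Flag-tagged HCV core106 proteins. Incubation: 4 h, 22.5 °C incubation. Read-out basis: inhibition (%) from 671 over 617 nm ratio. Measured by: TR-FRET, excitation 340 nm, emission 617 and 671 nm.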
PP1 counter: PP1-alpha (human) inhibition in PP5 counter-screen. P62136. purified PP1alpha, OMFP fluorescence. inhibition, % at 6.7 µM. actives 0.9% (n = 320,000). AID 2235;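 active = inhibition above the mean inhibition of all tested compounds plus 3 SD, computed separately for each screening campaign, cut at about 15% in these data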
proCasp7 act: counter-screen: procaspase-7 (human) activation; P55210; recombinant procaspase-7, Ac-DEVD-pNA absorbance 405 nm; D23A/D198A/D206A triple mutant, cannot self-cleave; scale: DMSO 0, 5 µM enzyme 100; activation, % at 8.5 µM; actives 0.093% (n = 330,000); AID 463210;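 active = percent activation above the screen-wide mean plus 3 SD, cut at about 25% in these data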
Target sequence (P55210 whole entry D23A/D198A/D206A): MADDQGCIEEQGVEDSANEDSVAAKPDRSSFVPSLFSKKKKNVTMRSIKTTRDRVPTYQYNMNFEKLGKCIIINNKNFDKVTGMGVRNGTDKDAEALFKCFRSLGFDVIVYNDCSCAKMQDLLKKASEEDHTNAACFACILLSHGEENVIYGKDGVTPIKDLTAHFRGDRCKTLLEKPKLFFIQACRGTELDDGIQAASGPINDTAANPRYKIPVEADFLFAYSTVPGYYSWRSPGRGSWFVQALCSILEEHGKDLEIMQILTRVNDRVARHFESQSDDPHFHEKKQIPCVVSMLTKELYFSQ
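Material: Procaspase-7 triple mutant (PC-7 D3A) | Quantity: 2 µM procaspase-7 mutant as dispensed | Reagent: DEVD-pNA substrate | Times: 1 h preincubation, 2 h reaction | Technique: 405 nm absorbance of p-nitroaniline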
TPT1 inh: inhibitors of Candida albicans tRNA 2'-phosphotransferase TPT1 | recombinant caTPT1, FP RNA substrate dephosphorylation | inhibition, % at 5 µM | actives 0.81% (n = 300,000) | AID 1962;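 active = inhibition above the mean of all tested compounds plus 3 SD, set per screening campaign, cut at about 24% in these data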;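 note: plate controls were DMSO alone for no effect and ferristatin control at 100 nM for full effect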
* = called active by the depositor; / = not tested or not shown; & = joins results of further samples. Compounds were not picked by outcome; 2.9% or so of the library scored in one or more.

cpd	canonical_smiles	procasp3 activ	CTSL1 counter	PP5 inh	Efflux pump inh	GASC-1 inh	core dimer inh	PP1 counter	proCasp7 act	TPT1 inh
1	Cc1c(C(=O)N2CCN(Cc3ccc4c(c3)OCO4)CC2)cccc1[N+](=O)[O-]	-4	-1	-1.9	-0.1	-3	-4	-1	3	13
2	O=C(O)C1Cc2ccccc2-c2ccccc2C1	-2	-4	0.4	-0.2	14	-12	4	-1	-8
3	O=C(CCCn1c(=O)[nH]c2ccccc2c1=O)Nc1ccc(F)cc1	-6	-5	0.0	0.3	-7	8	-3	8	3
4	COc1cc2c(cc1/C=C1/NC(=O)N(CC(=O)Nc3ccccc3)C1=O)OCO2	-19	6	3.8	0.2	-4	10	15	-12	11
5	CCOc1ccc(N(CC(=O)NCCOc2ccc(C)cc2)S(=O)(=O)c2ccccc2)cc1	3	2	2.0	-0.2	2	10	1	7	-1
6	CC1CCCN(C(=O)c2cccc(S(=O)(=O)Nc3cc(C(F)(F)F)ccc3Cl)c2)C1 (configuration not stated)	-3	3	4.4	0.2	-6	11	5	0	1
7	COc1ccc2[nH]cc(CCNC(=O)C3CCCCC3)c2c1	2	-9	-3.1	-0.1	6	-1	-4	3	-1
8	COc1ccc(OC)c(S(=O)(=O)Nc2cc3c4c(c2)C(C)C(=O)N4CCC3)c1 (configuration not stated)	10	0	-1.0	0.0	0	-3	-6	12	-5
9	CCC(NC(=O)c1cccc(Cn2nc(C)c([N+](=O)[O-])c2C)c1)c1ccc(C(C)C)cc1 (configuration not stated)	-5	-1	4.2	0.0	4	3	1	-5	-7
10	COc1ccc(-n2cnc3cc(C(=O)N4CCOCC4)ccc32)cc1	4	-4	4.7	0.0	-17	-4	-2	-1	1
11	Cc1cc(NC(=O)CSc2nc3ccccc3[nH]2)no1	-2	-7	-0.5	-0.1	1	-1	-2	1	-3
12	CCOC(=O)/C(=C/c1ccc(OC(=O)c2ccccc2)cc1)C(C)=O	-4	-1	1.5	0.2	-3	-6	0	-6	-4
13	COC(=O)C1CCN(C(=O)COc2cc3sc(C)nc3c3sccc23)CC1	1	-2	0.7	0.9	-7	0	3	-4	2
14	COc1ccccc1NC(=O)c1cc(C(=O)O)ccc1C(=O)O	-3	0	0.6	0.0	2	-7	-1	-2	2
15	COC(=O)c1ccc(Cn2cc([N+](=O)[O-])cn2)cc1	7	-1	3.2	0.0	0	-2	-7	-1	0
16	Cc1ccc(Cn2ccc(NC(=O)c3noc4c3CCCC4)n2)cc1	-1	3	-0.7	0.7	33	0	-1	-2	7
17	CCOC(=O)C1CCN(C(=O)c2ccc3c(c2)OCCO3)CC1	-7	/	/	0.3	6	/	/	11	/
18	O=C(N/N=C/c1ccc(O)cc1)c1cc(-c2ccccc2)nc2ccccc12	4	2	3.4	0.0	9	12	1	5	-5
19	COc1ccc2c(c1OC)C(=O)OC2Nc1ccc(S(=O)(=O)N=C(N)N)cc1 (configuration not stated)	-7	6	-1.3	-0.2	-3	-3	13	-2	-1
20	COc1ccc(S(=O)(=O)N2CCC3(CC2)CC(=O)c2ccccc2O3)cc1OC	9	-1	-1.0	-0.1	2	1	-3	-2	-4
21	CC(=O)N(C)Cc1ccc(C(=O)CSc2nnc(C3CC3)n2C2CC2)cc1	4	/	0.3	-0.1	-2	/	-4	-7	/
22	O=[N+]([O-])c1cccc(S(=O)(=O)N2CCN(c3ccccn3)CC2)c1	9	5	4.1	-0.1	3	-15	-5	-1	-2
23	COC(=O)c1c(NC(=O)Nc2ccc(Cl)cc2)sc(C)c1C	-13	-1	0.3	0.2	8	3	-3	-1	8
24	N#CC1(Cc2ccc(Cl)cc2)c2ccccc2C=CN1C(=O)c1ccccc1 (configuration not stated)	4	-2	3.4	-0.1	0	8	0	4	4
25	CCCCNc1nnc(SCC(=O)c2c(N)n(C3CC3)c(=O)[nH]c2=O)s1	4	/	/	0.5	-9	/	/	-1	/
26	CC(C)(C)NC(=O)[C@@H]1CN(Cc2cccnc2)CCN1C[C@@H](O)C[C@@H](Cc1ccccc1)C(=O)N[C@H]1c2ccccc2C[C@H]1O	5	0	-2.2	-0.1	11	0	-1	-2	-2
27	CC1(NC(=S)Nc2ccc(NC(=S)NC3(C)CCS(=O)(=O)C3)cc2)CCS(=O)(=O)C1 (configuration not stated)	-21	-2	-0.3	0.1	-2	2	0	-18	-1
28	Cc1cc(C(=O)Nc2ccc(N3CCOCC3)cc2)c2ccccc2n1	1	-3	-0.7	0.0	1	-3	-2	-3	2
29	CCCCn1c(N)c(N(CCOC)C(=O)C2CCCN(C(=O)c3ccc(Cl)cc3)C2)c(=O)[nH]c1=O (configuration not stated)	1	3	2.4	0.2	2	-1	0	7	1
30	COc1ccc(C2C(C(=O)N3CCN(c4ccc(OC)cc4)CC3)c3ccccc3C(=O)N2C)cc1 (configuration not stated)	6	-1	3.3	0.3	2&1	8	1	4	2
31	COCCNC(=O)CSc1nnc(-c2ccc(C)cc2)c(-c2ccc(C)cc2)n1	5	-4	-1.4	0.0	2	5	4	-7	18
32	CCc1ccc(C2NC(c3ccc(CC)cc3)C([N+](=O)[O-])C(C)(C)C2[N+](=O)[O-])cc1 (configuration not stated)	-6	-1	0.6	0.1	-3	-7	1	2	-4
33	O=C(NCCc1ccccc1)c1ccc2c(c1)N(Cc1ccccc1)C(=O)CS2=O (configuration not stated)	3	-2	1.4	0.3	12	2	2	1	1
34	O=C(NC1CC(=O)N(c2ccccc2)C1)N1CCN(C(=O)c2ccco2)CC1 (configuration not stated)	3	1	-0.5	-0.1	5	-3	6	-1	2
35	COc1ccccc1N1CCN(CC(=O)Nc2ccccc2C(=O)NC(C)c2ccccc2)CC1 (configuration not stated)	2	/	1.4	0.1	6	/	-6	4	/
36	O=C(c1cc2ccccc2o1)N1CCN(c2ccccc2Cl)CC1	5	2	2.1	-0.1	3	14	2	4	-3
37	O=C(CCSc1ccc(F)cc1)NNC(=O)c1ccc([N+](=O)[O-])cc1	0	/	3.4	0.1	-9	/	-5	-2	/
38	Cc1ccc(CN(C)CCc2ccccn2)cc1	-6	4	0.7	-0.2	10	-2	3	-2	-1
39	O=C(/C=C\c1ccco1)Nc1ccc(N2CCN(C(=O)c3ccccc3)CC2)cc1	-9	13	-2.4	-0.1	-4	-14	-3	-15	-2
40	O=C(CNC(=O)c1cccs1)N=Nc1c(O)[nH]c2ccc([N+](=O)[O-])cc12	1	3	-0.1	0.1	-6	0	-4	-11	2
41	NC(=O)c1ccc(NC(=O)c2ccc(CN3CCOCC3)cc2)cc1	-2	1	4.9	0.4	-8	2	1	7	3
42	Cc1onc(-c2ccccc2)c1C(=O)NC(=S)NNC(=O)c1ccccc1O	-3	4	1.4	-7.3	9	8	3	-8	-3
43	O=[N+]([O-])c1ccccc1S(=O)(=O)NCCSCc1ccco1	3	/	3.9	-0.1	-17	/	17*	2	/
44	COc1cc(/C=C(\C#N)C(=O)Nc2ccc(C(=O)O)cc2)ccc1OC(=O)c1cccc(F)c1	0	0	5.0	0.2	-12	-3	-7	5	3
45	COc1ccc(OCC(O)CN(CC(O)COc2ccc(OC)cc2)c2cccc(O)c2)cc1 (configuration not stated)	-8	2	1.5	0.0	1	-7	-2	-1	2
46	O=C(Nc1cccc(S(=O)(=O)N2CCOCC2)c1)C12CC3CC(CC(C3)C1)C2	6	/	/	-0.3	0	/	/	5	/
47	COc1ccc(-c2nnc(SCC#CCO)o2)cc1OC	0	5	-7.9	-0.2	0	-4	3	-2	-7
48	Fc1ccc(Oc2cnns2)cc1	0	-3	2.2	0.0	-23	-8	-5	4	-2
49	CCOc1ccccc1-c1nc(-c2cc3ccccc3nc2OC)no1	6	0	-0.2	0.0	-1	-12	-1	7	17
50	Cc1ccc(C(=O)COC(=O)C(C)N2C(=O)C3C4CCC(C4)C3C2=O)cc1C (configuration not stated)	3	0	1.7	0.1	12	5	-1	-3	0
51	O=S(=O)(/N=C(/c1ccccc1)N1CCCCC1)c1ccccc1	0	4	-0.7	0.1	-1	8	0	2	-1
52	CN(C)S(=O)(=O)n1cc(/C=C(\NC(=O)c2ccccc2Cl)C(=O)NCCCN2CCOCC2)c2ccccc21	11	4	1.2	0.0	2	-3	0	10	1
53	CCOc1ccc(CCNC(=O)COC(=O)c2c(C)nn(-c3ccccc3)c2C)cc1OCC	-2	1	1.4	0.0	4	-8	0	-1	0
54	COc1ccc(/C=C(/C#N)C(=O)Nc2ccc(O)cc2)cc1C(=O)O	6	-1	-2.2	0.2	13	6	-7	8	-1
55	COc1cc2sc(NC(=O)c3ccco3)nc2cc1Cl	6	-2	0.2	0.0	5	-9	0	2	-6
56	CCn1cc(C(=O)NCCCN(C)c2ccccc2)c(=O)c2cc(S(=O)(=O)N(C)C)ccc21	6	2	0.9	0.0	-4	0	-1	-7	-1
57	O=C(/C=C/c1ccc(F)cc1)NC(=S)NNC(=O)c1cnccn1	-5	2	0.1	-0.1	38	2	5	-9	-2
58	C(=N\N1CCN(c2ccccn2)CC1)/c1ccccn1	2	3	-0.5	0.1	-2	2	-6	-3	-6
59	Cc1ccc(C(=O)Oc2ccc(C(=O)COC(=O)C3CC(=O)N(Cc4ccco4)C3)cc2)cc1 (configuration not stated)	0	-50	-4.8	0.2	1	6	20*	-10	-2
60	CN(C)c1ccc(-c2nnn(CC(=O)NCc3ccc4c(c3)OCO4)n2)cc1	-1	1	-0.5	0.0	83	6	8	10	0

Further structures
cpd	canonical_smiles	procasp3 activ	CTSL1 counter	PP5 inh	Efflux pump inh	GASC-1 inh	core dimer inh	PP1 counter	proCasp7 act	TPT1 inh
61	COc1cc(CN(C)CC2CCCN(CCc3cccc(C(F)(F)F)c3)C2)ccc1O (configuration not stated)	2	4	1.1	0.0	-18	10	0	1	1
62	C=CCc1ccc(OCCCNCc2ccccc2)c(OC)c1	2	-1	4.0	0.0	-17	-4	4	8	-2
63	CCCCn1nc(C(=O)Oc2ccc3c(C)cc(=O)oc3c2)c2ccccc2c1=O	16	-1	2.4	-0.3	2	2	-7	19	-5
64	CC1CCCCN1CCNC(=O)CCc1nnc2n(Cc3ccccc3)c(=O)c3ccccc3n12 (configuration not stated)	7	1	-1.8	0.3	4	1	-4	-1	2

Grouped by structure, the entries above with a cyano group
cpd	canonical_smiles	procasp3 activ	CTSL1 counter	PP5 inh	Efflux pump inh	GASC-1 inh	core dimer inh	PP1 counter	proCasp7 act	TPT1 inh
24	N#CC1(Cc2ccc(Cl)cc2)c2ccccc2C=CN1C(=O)c1ccccc1 (configuration not stated)	4	-2	3.4	-0.1	0	8	0	4	4
44	COc1cc(/C=C(\C#N)C(=O)Nc2ccc(C(=O)O)cc2)ccc1OC(=O)c1cccc(F)c1	0	0	5.0	0.2	-12	-3	-7	5	3
54	COc1ccc(/C=C(/C#N)C(=O)Nc2ccc(O)cc2)cc1C(=O)O	6	-1	-2.2	0.2	13	6	-7	8	-1

Assay outcomes (PubChem BioAssay)
